High-throughput results as filed in PubChem.
OX1R antag-1: blocks the human orexin 1 receptor. O43613. CHO/OX1R cells, Fluo-8 calcium fluorescence, orexin A. inhibition, % at 5 µM. actives 0.43% (n = 330,000). AID 434989;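 active = inhibition above its plate's threshold, mean inhibition of all tested compounds on the plate plus 3 SD, cut at about 37% in these data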;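 note: 0% = orexin A challenge wells and 100% = SB-334867-A antagonist wells; not every result past the cut was called active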
Target sequence (O43613 whole entry, looked up): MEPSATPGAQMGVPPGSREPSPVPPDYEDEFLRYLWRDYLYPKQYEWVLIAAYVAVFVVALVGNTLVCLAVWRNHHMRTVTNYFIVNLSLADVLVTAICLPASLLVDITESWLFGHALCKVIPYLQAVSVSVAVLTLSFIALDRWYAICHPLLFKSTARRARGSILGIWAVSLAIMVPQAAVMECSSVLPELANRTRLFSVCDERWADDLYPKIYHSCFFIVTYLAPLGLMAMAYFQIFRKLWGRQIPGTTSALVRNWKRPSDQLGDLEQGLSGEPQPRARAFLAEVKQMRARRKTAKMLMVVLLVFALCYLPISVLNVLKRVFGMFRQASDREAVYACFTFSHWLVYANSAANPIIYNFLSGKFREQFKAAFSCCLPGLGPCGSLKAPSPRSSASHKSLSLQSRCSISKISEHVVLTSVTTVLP
STK33 inh: human STK33 kinase inhibition. inhibition, % at 10 µM. purified STK33, MBP phosphorylation, ADP-Glo luminescence. AID 2661. Q9BYT3. actives 0.073% (n = 320,000);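 active = inhibition at or above 25%, using the most active replicate where run in duplicate; inactive = inhibition below 25%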
Target sequence (Q9BYT3 whole entry, looked up): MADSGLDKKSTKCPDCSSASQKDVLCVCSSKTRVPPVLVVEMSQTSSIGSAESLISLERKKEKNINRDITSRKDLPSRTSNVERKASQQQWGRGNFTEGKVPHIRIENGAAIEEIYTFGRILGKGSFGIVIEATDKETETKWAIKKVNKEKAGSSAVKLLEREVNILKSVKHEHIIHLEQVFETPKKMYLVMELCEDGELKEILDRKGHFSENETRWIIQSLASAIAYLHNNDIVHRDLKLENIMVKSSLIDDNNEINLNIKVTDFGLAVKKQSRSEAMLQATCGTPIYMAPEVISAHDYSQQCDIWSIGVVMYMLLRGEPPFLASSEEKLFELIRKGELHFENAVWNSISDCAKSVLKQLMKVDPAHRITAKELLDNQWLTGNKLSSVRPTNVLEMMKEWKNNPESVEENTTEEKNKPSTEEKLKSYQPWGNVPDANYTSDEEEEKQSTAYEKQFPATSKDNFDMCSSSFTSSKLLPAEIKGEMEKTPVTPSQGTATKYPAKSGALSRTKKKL
OX1R antag-2: blocks the human orexin 1 receptor | O43613 | OX1R-expressing cells, FRET antagonist read-out | inhibition, % at 6.6 µM | actives 1.8% (n = 330,000) | AID 485270; in the data active = inhibition mostly above about 38%, no sharp cut-off; inactive = mostly below about 40%;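 note: 0% = agonist challenge alone and 100% = reference antagonist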
* marks the source's active call; other numbers are inactive results; nt = no result given.

SMILES	OX1R antag-1	STK33 inh	OX1R antag-2
O=C(/C(=N\Nc1ccc([N+](=O)[O-])cc1)Sc1nnnn1-c1ccccc1)c1ccccc1	-25	3.8	58
CCc1[nH]nc(C(=O)N2CCCC(CNS(=O)(=O)c3cccs3)C2)c1C (stereo not given)	-16	0.9	20
CCN(CC)C(=O)CSc1nnc(-c2ccco2)n1N	-15	0.0	13
COc1ccc(C(O)c2ncc(C(F)(F)F)cc2Cl)cc1 (stereo not given)	-35	-3.8	-4
NC(=O)C1CCN(c2cc(N3CCOCC3)ccc2[N+](=O)[O-])CC1	-5	1.5	64
Cc1ccc(S(=O)(=O)Nc2ccc3c(c2)nc(CCN2CCN(c4ccccn4)CC2)n3C)cc1	-11	3.1	3
O=c1cc(NC2CCCCCC2)[nH]c(=O)[nH]1	2	-1.4	28
CCCCOc1ccc(C(=O)NCC(=O)NCC(=O)OCC)cc1	-6	0.4	1
COC(=O)c1sccc1NC(=O)c1csc(C)c1	-14	4.5	32
COc1ccc(NC(=O)CSC(C)c2nc3ccccc3c(=O)[nH]2)cc1 (stereo not given)	-4	-0.2	20
CC(NC(=O)C1CCN(S(=O)(=O)c2cc([N+](=O)[O-])ccc2Cl)CC1)c1ccccc1 (stereo not given)	-29	-0.9	31
COC(=O)C1=C(C)NC2=C(C(=O)CC(C)(C)C2)C1c1cn(Cc2ccc(Br)cc2)nc1-c1ccccc1 (stereo not given)	13	0.2	37
O=C1c2ccncc2C(=O)N1c1cccc(Cl)c1	-14	0.7	14
C=C(C)c1cccc(C(C)(C)NC(=O)NCC2CCCO2)c1 (stereo not given)	-16	1.0	1
Cc1ccc(C(=O)c2c3ccc([N+](=O)[O-])cc3[n+]([O-])n2CCC(N)=O)cc1	-6	-0.1	62*
Cc1ccc(NC(=O)CSCC#N)cc1	-6	-0.5	8
C=CCn1c(SCC(=O)Nc2nccs2)nnc1-c1ccco1	-22	-1.1	16
CCC(C)[C@H](NC(=O)N1CCCCC1)C(=O)OC (stereo not given in full)	-2	-0.2	2
COC(=O)C1CCN(C(=O)COC(=O)c2ccc(N3CCCC3=O)cc2)CC1	-9	-1.4	6
COc1ccc(C(=O)NNC(=O)c2ccccc2[N+](=O)[O-])cc1	-5	-0.5	21
O=C(c1cccc(C(F)(F)F)c1)C1CCCN(C(=O)CCn2cnnn2)C1 (stereo not given)	-8	-0.2	0
COc1ccc(OCC(=O)Nc2nc3c(s2)CCCC3)cc1	-28	nt	24
c1csc(-c2nnc(N3CCOCC3)c3ccccc23)c1	-8	0.6	16
COc1ccc(-c2[nH]n(-c3ccc([N+](=O)[O-])cc3)c(=O)c2C=NCc2ccc(F)cc2)cc1	-16	0.0	16
Cc1cc(Nc2nc3ccccc3nc2Cl)n(-c2ccccc2)n1	-47	-3.5	9
CC(C)CN1CCNC(=O)C1CC(=O)NCCc1cnn(-c2ccccc2)c1 (stereo not given)	-20	-2.0	7
Cc1ccc(-n2c(C)cc(C(=O)NS(=O)(=O)c3ccc(C)cc3)c2C)cc1	3	-2.8	4
Cc1cc(=O)[nH]c(NN=C2C3CC4CC(C3)CC2C4)n1	-10	-2.1	13
COc1ccc(CC2(CO)CCN(Cc3cc4ccccc4o3)CC2)cc1	-32	-2.2	8
CCOC(=O)CNC(=O)N1c2ccccc2Sc2ccccc21	-8	-1.4	18
CC(=O)c1ccc(-n2c(CCC(=O)O)ccc2-c2cccs2)cc1	-14	-2.1	21
CCCn1c(=N)c(C(=O)NCc2ccc3c(c2)OCO3)cc2c(=O)n3cccc(C)c3nc21	-27	0.6	37
Cc1cc(C)nc(N2CCCC(C(=O)NCCc3cccc(F)c3)C2)n1 (stereo not given)	-27	1.4	10
COc1ccc(-c2cc(C3CCN(Cc4cccc(C(F)(F)F)c4)CC3)[nH]n2)cc1	-34	-1.2	9
OC(CNc1nc2ccccc2s1)c1ccccc1 (stereo not given)	-7	0.6	40
CC(C)(C)NC(=O)CN(Cc1cccnc1)C(=O)c1csnn1	-8	-1.5	6
O=C(NCc1nc(-c2ccc(C(F)(F)F)cc2)no1)Nc1cc(Cl)cc(Cl)c1	24	0.2	8
O=C(Nc1ccccc1C(=O)N/N=C/c1ccco1)c1ccc(F)cc1	-27	7.5	3
CCN(CC(=O)Nc1ccc(OC)cc1)C(=O)c1cc([N+](=O)[O-])ccc1N1CCOCC1	-16	-0.1	3
COCC(=O)/C=C1\Sc2ccccc2N1C	-12	1.9	8

Next section (5 carried over from the part before).
SMILES	OX1R antag-1	STK33 inh	OX1R antag-2
CC(C)(C)NC(=O)CN(Cc1cccnc1)C(=O)c1csnn1	-8	-1.5	6
O=C(NCc1nc(-c2ccc(C(F)(F)F)cc2)no1)Nc1cc(Cl)cc(Cl)c1	24	0.2	8
O=C(Nc1ccccc1C(=O)N/N=C/c1ccco1)c1ccc(F)cc1	-27	7.5	3
CCN(CC(=O)Nc1ccc(OC)cc1)C(=O)c1cc([N+](=O)[O-])ccc1N1CCOCC1	-16	-0.1	3
COCC(=O)/C=C1\Sc2ccccc2N1C	-12	1.9	8
Cn1cc(Cl)c(C(=O)Nc2cnn(Cc3ccc(F)cc3)c2)n1	-18	-1.1	12
CCn1c(NCc2cc(Br)ccc2NS(=O)(=O)c2ccc(C)cc2)nc2ccccc21	-2	-0.3	28
CCOC(=O)COc1ccccc1-c1ccno1	-5	-0.2	16
O=[N+]([O-])c1cc(-c2nnc(Nc3ccc(O)cc3)c3ccccc23)ccc1N1CCOCC1	-16	-0.3	24
Cc1ccc2[nH]c3c(c2c1)CN(C(=O)CN1CCN(C(=O)c2ccco2)CC1)CC3	-2	5.1	20
O=C(CSc1nnc(COc2ccccc2)n1-c1ccccc1)c1cccs1	-8	-0.7	41
O=C(N1CCOCC1)N1CCOCC1	0	-0.1	10
COC(=O)C1=C(C)N(CC(C)C)C(=O)C1	0	0.4	0
c1ccc2c(c1)OCC(c1nnc3n1-c1ccccc1SC3)O2 (stereo not given)	-7	-4.1	27
O=C(O)/C(=C\c1ccc(-c2ccccc2[N+](=O)[O-])o1)c1ccccc1	-8	2.7	23
CN(C)/C=C/C(=O)c1ccc(Cl)c([N+](=O)[O-])c1	-18	-1.5	31
CC(C)CSc1nnc2[nH]c(=O)cc(N)n12	-5	-1.4	12
O=C(O)/C=C/c1cn(Cc2ccccc2)nc1-c1ccccc1	9	1.7	30
Cc1cc(C(=O)COc2ccccc2[N+](=O)[O-])c(C)n1C1CC1	-18	0.4	17
CCN(CC)C(=O)c1[nH]cnc1C(=O)NCCCCCNC(=O)OC(C)(C)C	-10	-1.2	-2
COCCn1c(SCC(=O)N2CCCC2)nc2c([nH]c3ccccc32)c1=O	-13	-1.3	23
CCOC(=O)C[C@H]1c2cc(C(F)(F)F)ccc2S(=O)(=O)N1Cc1ccccc1	-20	-0.7	34
C=CCc1ccc(OCc2ccc(C(=O)OC)o2)c(OC)c1	-8	-2.0	18
COc1ccc([N+](=O)[O-])cc1NC(=O)COC(=O)Cc1cc(OC)c(OC)c(OC)c1	-22	-0.2	11
CN(C)S(=O)(=O)c1ccc(N2CCCC2)c(C(=O)Nc2ccccc2Br)c1	-33	-2.4	17

Shown as a hit in OX1R antag-2, among the entries above:
SMILES	OX1R antag-1	STK33 inh	OX1R antag-2
Cc1ccc(C(=O)c2c3ccc([N+](=O)[O-])cc3[n+]([O-])n2CCC(N)=O)cc1	-6	-0.1	62*

More structures:
SMILES	OX1R antag-1	STK33 inh	OX1R antag-2
Cn1c(=O)c2c(nc(NCCc3ccccc3)n2Cc2ccccc2)n(C)c1=O	-30	-0.8	26
C=CCNC(=S)NNC(=O)c1cccn(Cc2cccc(Cl)c2)c1=O	0	0.6	2
CC(NC(=O)Cc1cccs1)C(c1cccs1)N1CCN(c2ccccc2F)CC1 (stereo not given)	-25	-0.1	2
Cc1cc(NS(=O)(=O)c2ccccc2)c(C)c(Cl)c1O	-4	-0.2	6
CCNC(=O)COC(=O)/C=C/c1cccs1	3	-1.6	18
CCCCCOC(=O)c1ccc(N2C(=O)C3C4C=CC(C4)C3C2=O)cc1 (stereo not given)	-9	-1.9	14
CC(=O)c1sc(N/N=C\c2c(O)ccc3ccccc23)nc1C	-2	-2.3	85*
COc1cnc(-c2cccc(C(F)(F)F)c2)nc1OC	-6	-0.8	17
CCCC(=O)Nc1cc(C)c(NC(=O)c2ccccn2)cn1	-6	-0.6	11
CC(C)(C)NS(=O)(=O)c1ccc(OCC(=O)NCC2CCCO2)cc1 (stereo not given)	-3	nt	20
O=C1CC(=O)N(CCc2ccccc2)C(=O)N1CCc1ccccc1	-15	0.3	17
NS(=O)(=O)c1ccc(CCNCc2cccs2)cc1	-4	0.1	23
COc1ccc(OC)c(S(=O)(=O)Nc2ccc(-c3ccc4nncn4n3)cc2)c1	-19	-0.8	15
CCOC(=O)[C@@H]1[C@H]2COc3ccc(Br)cc3[C@@H]2N2C(=O)N(c3ccc(Br)cc3)C(=O)[C@@]12C	3	-0.5	4
COC(=O)Cc1nc(NC(=O)c2cccs2)sc1C	2	-1.0	-6
NNC(=O)c1ccc(COc2cccc3ccccc23)o1	-21	0.6	6
O=C(c1ccc(CSc2ccc(Cl)cc2)cc1)N1CCCC1	-11	-1.4	19
CCOc1ccc(S(=O)(=O)N2CCC(C(=O)NCc3ccncc3)CC2)cc1Cl	-11	8.7	12
CC(C)(C)n1nnnc1CN1CCC(NC(=O)NC2CCCCC2)CC1	-10	-1.3	4
CC(C)CCNC(=O)CCc1nnc(Cc2c[nH]c3ccccc23)o1	-10	-1.5	2
COc1ccc(CN2CCOCCOCCOCCOCCOCC2)cc1	-10	-1.8	7
Cc1ccc(C(=O)/C=C/c2cc(C#N)n(C)c2C)cc1	-24	0.0	20
CCc1nn(CCCC(=O)N2CCc3ccccc3C2)c(=O)c2cc3occc3n12	-27	1.2	22
O=C(NCCCN1CCOCC1)C1COc2ccccc2O1 (stereo not given)	2	-1.3	1
CC(=O)Nc1cccc(NC(=O)CSc2nc(=O)n(CCN3CCOCC3)c3c2CCCC3)c1	-4	-1.5	16
CC(C)[C@@H]1C=C(C(=O)O)O[C@H](OCCCCO)C1	1	1.2	14
CC/C(O)=C1\C(=O)CC(c2ccccc2)CC1=NCCC(=O)O (stereo not given)	-2	-2.4	2
Cc1ccc(O)c(NC(=O)C2CC(c3ccc(F)cc3)=NO2)c1 (stereo not given)	-9	-0.2	40
Cc1ccc(NNC(N)=S)cc1Cl	-8	-0.5	1
O=C(CN1CCN(c2ncccn2)CC1)NCc1ccc2c(c1)OCO2	-18	-0.1	2
CCOc1cc(NC(=O)Nc2ccc(F)cc2)c(OCC)cc1NC(=O)CC	-37	nt	9
Cc1ccc(SC(C)C(=O)Nc2ncn[nH]2)cc1 (stereo not given)	-9	0.2	23
COc1ccc(-c2ccc(N(C)C)cc2)cc1[C@H]1[C@@H]2C=CCC[C@@]2(C)C(=O)N1Cc1ccccc1	-42	-0.6	9
CN(C(=O)COC(=O)CNC(=O)c1ccc(C(C)(C)C)cc1)c1c(N)n(Cc2ccccc2)c(=O)[nH]c1=O	-7	-0.4	6
COc1cccc(-c2nnc(NC(=O)c3cccs3)s2)c1	6	-1.2	75
Cc1cccc(C)c1NC(=O)CN(C)C(=O)C1CC(=O)N(c2cccc3ccccc23)C1 (stereo not given)	1	nt	11
COc1cc(CC(=O)Nc2ccc(N3CCOCC3)cc2)cc(OC)c1OC	-11	1.0	9
CN(C)S(=O)(=O)N1CCN(c2ccc([N+](=O)[O-])cc2)CC1	-3	-1.9	14
COc1ccc(NC(=O)CCNS(=O)(=O)c2ccc3c(c2)CC(C)N3C(=O)C2CC2)cc1 (stereo not given)	-13	-1.9	9
CCc1cccc(CC)c1NC(=O)C1SC(=Nc2ccccc2C)C(c2nc3ccccc3s2)=C1N (stereo not given)	-3	-1.9	15
Cc1nn(CC2CC2)c(=O)n1-c1cccc(Cl)c1	-6	-0.1	21
O=C(COc1ccc(Oc2ccccc2)cc1)NCc1cn2ccccc2n1	-15	nt	11
CCNc1nc(SCC(=O)Nc2ccccc2)nc(N2CCOCC2)n1	-19	-2.3	17
CC1CCN(S(=O)(=O)c2ccc(C(=O)NNC(=O)C3CC3)cc2)CC1	-9	-0.9	9
O=[N+]([O-])c1ccc(N/N=C/c2cccc(O)c2)cc1	-11	0.3	1
CCC(C)n1c(SCC(=O)Nc2cc(C(C)(C)C)nn2-c2ccccc2)nc2ccccc2c1=O (stereo not given)	-43	-0.1	22
CC(=O)NC1(c2ccc(F)cc2)CCN(C(=O)Nc2ccc(F)cc2F)CC1	3	-0.9	18
COc1cc(/C=C2\C(=O)N(C)C(=S)N2C)ccc1O	-5	-0.2	22
CCc1ccc(C(=O)CN2C(=O)NC(C)(c3ccc(C)cc3)C2=O)cc1 (stereo not given)	-12	-1.5	-1
O=C(/C=C/c1ccccn1)c1ccc(Br)cc1O	-20	-0.4	-2

4 compounds from above with just OX1R antag-1 and STK33 inh:
compound,OX1R antag-1,STK33 inh
O=C(/C=C/c1ccccn1)c1ccc(Br)cc1O,-20,-0.4
COc1cc(/C=C2\C(=O)N(C)C(=S)N2C)ccc1O,-5,-0.2
CC(=O)NC1(c2ccc(F)cc2)CCN(C(=O)Nc2ccc(F)cc2F)CC1,3,-0.9
O=C(COc1ccc(Oc2ccccc2)cc1)NCc1cn2ccccc2n1,-15,nt
